TRPC4 agonist – TRPC4 (mouse) channel activation; HEK293 TRPC4beta/mu-opioid, Fluo4 calcium fluorescence; hits give high values; Q9QUQ5; B-score at 10 µM; actives 0.49% (n = 310,000);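 active means B-score above 5 SD of library B-scores, and initial fluorescence ratio not above library mean plus 5 SD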;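 further: positive B-score marks a calcium rise read as TRPC4 activation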
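Incubation: 45 min room-temperature Fluo4 loading, 110 s read / System: HEK293 cells stably co-expressing mouse TRPC4beta and mu-opioid receptor / Signal: Fluo4 fluorescence, kinetic / Control set: buffer (low) and maximal DAMGO (high) / Measure: integrated baseline-normalised fluorescence ratio, converted to per-well B score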
TRPC4 block – TRPC4 (mouse) channel inhibition; AID 2247; B-score at 10 µM; HEK293 TRPC4beta/mu-opioid, DAMGO-evoked Fluo4 calcium flux; hits give low values; actives 0.39% (n = 300,000);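 active means B-score over 3 SD under the library average, no early fluorescence shift, positive overall ratio signal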
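Material: HEK293 cells with stable TRPC4beta plus mu-opioid receptor expression / Probe or stimulus: DAMGO in two steps, submaximal then maximal / Compound: single concentration per test compound / Technique: kinetic Fluo4 fluorescence imaging of calcium influx / Read-out: per-well B score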
MrgX1 antag – human MrgX1 receptor antagonism, primary screen; Q96LB2; MRGX1-HEK293 calcium flux, Fluo-4, BAM8-22 antagonism; hits give low values; B-score at 10 µM; actives 1.3% (n = 310,000); AID 588676;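 active means calcium-response B-score plate-corrected more than 3 library SD below zero, starting fluorescence within 5 deviations, no agonist response on first addition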;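 further: peak minus trough fluorescence over baseline after final BAM8-22 challenge near maximal dose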
Target sequence (Q96LB2 whole entry, looked up): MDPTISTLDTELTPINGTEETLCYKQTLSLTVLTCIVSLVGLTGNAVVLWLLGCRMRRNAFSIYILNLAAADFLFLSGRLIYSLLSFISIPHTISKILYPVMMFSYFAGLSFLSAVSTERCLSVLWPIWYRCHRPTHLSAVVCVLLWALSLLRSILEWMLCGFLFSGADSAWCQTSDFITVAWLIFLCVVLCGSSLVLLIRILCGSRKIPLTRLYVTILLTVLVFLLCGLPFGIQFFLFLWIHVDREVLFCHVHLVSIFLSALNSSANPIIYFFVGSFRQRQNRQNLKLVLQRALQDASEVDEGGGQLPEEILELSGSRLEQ
MrgX1 allo act – human MrgX1 positive allosteric modulation, primary screen. Q96LB2. B-score at 10 µM. MrgX1-HEK293, Fluo-4 calcium flux, FDSS; hits give high values. actives 0.63% (n = 310,000). AID 588675;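 active means plate-corrected calcium response at least 3 library SD above typical, normal starting fluorescence, not activating the receptor alone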;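 further: compound read alongside a low EC10 to EC30 dose of BAM8-22 agonist; peak minus trough fluorescence over baseline measured at the second addition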
TRPC6 inh – mouse TRPC6 channel inhibition; Q61143; HEK293-TRPC6, membrane potential dye, ACh-evoked depolarization; hits give low values; B-score at 10 µM; actives 1.1% (n = 310,000); AID 2553;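 active means B-score under library mean minus 3 SD, initial fluorescence not abnormally high, positive integrated signal ratio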;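 further: B-score derived from integrated fluorescence ratio over the kinetic read; more negative B-score means stronger inhibition of depolarization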
TMEM16A inh – blocks the mouse calcium-activated chloride channel TMEM16A. Q8BHY3. AID 588511. HEK293 TMEM16A/YFP iodide influx fluorescence, ionomycin. actives 1.2% (n = 310,000). normalized B-score (activity score, 25-100; higher = stronger inhibition) at 10 µM;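 active means ratio plate-corrected score three or more library SD toward inhibition, starting fluorescence score within five deviations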;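 further: score derived from kinetic fluorescence span divided by baseline fluorescence per well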
SKKanGAS inh – SKKanGAS growth inhibition; inhibition, % at 7.5 µM; S. pyogenes SKKanGAS, kanamycin growth, BacTiter-Glo, 6 h; actives 1.3% (n = 300,000);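 active means mean replicate score, as percent of positive control median, at least 50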;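 further: strain carries kanamycin resistance gene driven by streptokinase promoter and grows in 40 µg/ml kanamycin; loss of luminescence reflects streptokinase promoter inhibition or plain growth inhibition; 0% = median of DMSO wells and 100% = positive control at its reference dose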
TRPC6 activator – activators of mouse TRPC6 channel; HEK293-TRPC6 membrane potential dye fluorescence; hits give high values; B-score at 10 µM; actives 0.13% (n = 310,000);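 active means B-score of the integrated fluorescence ratio above library mean plus 3 SD, and starting fluorescence ratio within library mean plus 5 SD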;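 further: higher score means more depolarization so channel activation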
TMEM16A act – activates or potentiates the mouse TMEM16A chloride channel | Q8BHY3 | HEK293 TMEM16A/YFP-H148Q/I152L, iodide quench fluorescence; hits give low values | B-score at 10 µM | actives 0.3% (n = 340,000);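 active means fluorescence-ratio B-score plate-corrected deviation score at least 3 library SD below zero, with starting fluorescence score within 5 deviations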;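 further: channel opened by trigger with iodide after compound preincubation; score built on the fluorescence ratio of max minus min over baseline; more negative score means more quench and so TMEM16A activation or potentiation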
MrgX1 agonist – human MrgX1 receptor agonism, primary screen; MrgX1-HEK293 cells, Fluo-4 calcium fluorescence, agonist mode; hits give high values; Q96LB2; actives 0.44% (n = 310,000); B-score at 10 µM;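 active means calcium response B-score plate-corrected fluorescence ratio at least 3 library SD, with starting fluorescence B-score inside 5 SD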
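Material: MrgX1-expressing HEK293 cells / Dosing: compound as first of three additions / Incubation: overnight seeding, then 1 h dark dye loading / Signal: Fluo-4 NW calcium fluorescence / Evaluation: B-scored fluorescence response ratio / Benchmarks: positive and negative control wells on each plate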
TRPC4 PAM – allosteric potentiators of mouse TRPC4 channel; B-score at 10 µM; HEK293 TRPC4beta/mu-opioid, DAMGO EC20, Fluo-4 Ca2+ flux; hits give high values; Q9QUQ5; actives 0.42% (n = 310,000);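 active means B-score of calcium response area above 5 SD of library B-scores, with initial fluorescence ratio within 5 SD of library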;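 further: B-score of integrated fluorescence ratio over time as area under calcium response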
Numbers without * were called inactive; i = inactive; . = not tested or not shown.

Fields – TRPC4 agonist | TRPC4 block | MrgX1 antag | MrgX1 allo act | TRPC6 inh | TMEM16A inh | SKKanGAS inh | TRPC6 activator | TMEM16A act | MrgX1 agonist | TRPC4 PAM
Fc1ccccc1-c1nc(-c2ccc(Br)o2)no1
→ i | i | i | i | i | i | -1 | i | i | i | i
Cc1ccccc1CSc1nnc(-c2ccccn2)n1C
→ i | i | i | i | i | i | 1 | i | i | i | i
Cc1cc(NC(=O)Cn2nnc3sc4c(c3c2=O)CCCC4)no1
→ i | i | i | i | i | i | 3 | i | i | i | i
CC(=O)NNc1cc(C)nc(N)n1
→ i | i | i | i | i | i | -3 | i | i | i | i
C=CC[C@H]1CC(Cc2ccccc2)=C[C@H](CC=C)N1
→ i | i | i | i | i | i | 1 | i | i | i | i
CCSc1nnc(NC(=O)CSc2nc3c(c(=O)n2CCOC)SC(C)C3)s1 (stereo not given)
→ i | i | i | i | i | i | -5 | i | i | i | i
COc1ccc([C@@H]2[C@@H]3C(=O)N(C(C)(C)C)C(=O)[C@@H]3[C@]3(Cc4ccc(Cl)cc4)C(=O)N(c4ccc(Br)cc4)C(=O)N23)cc1
→ i | i | i | i | i | i | 7 | i | i | i | i
CN(C)c1cncc(C(=O)O)c1
→ i | i | i | i | i | i | 5 | i | i | i | i
Cc1c(OCc2nn[nH]n2)ccc2c3c(c(=O)oc12)CCCC3
→ i | i | i | i | i | i | 2 | i | i | i | i
Cc1ccc(C)c(CN2CCC(CNC(=O)Nc3ccc(C)c(F)c3)CC2)c1
→ i | i | i | i | i | i | -1 | i | i | i | 10*
O=C(CNC(=O)c1ccco1)NCC(=O)OCc1ccc(Cl)cc1Cl
→ i | i | i | i | i | i | -4 | i | i | i | i
O=C(Cc1ccccc1)Nc1c(C(=O)N2CCOCC2)cnn1-c1ccccc1
→ i | i | i | i | i | i | -2 | i | i | i | i
O=C(CN1C(=O)NC2(CCCC2)C1=O)Nc1ccccc1F
→ i | i | i | i | i | i | 0 | i | i | i | i
COc1ccc(/C=N/OCC(=O)Nc2nc3ccccc3s2)cc1
→ i | i | i | i | i | i | -8 | i | i | i | i
O=C(CCC(=O)N1CCN(C2CCCC2)CC1)Nc1nnc(C(F)(F)F)s1
→ i | i | i | i | i | i | 3 | i | i | i | i
O=C1C(Cl)=C(Nc2ccccc2O)C(=O)N1c1ccccc1
→ i | i | i | i | i | i | 1 | i | . | i | i
COc1cc(Cl)ccc1OCc1cc(C(=O)N2CCCCCC2)no1
→ i | i | i | i | i | i | -2 | i | i | i | i
CCCc1nc(N)sc1C(=O)OCC
→ i | i | i | i | i | i | -1 | i | i | i | i
CC(C)C(=O)Nc1ccccc1N1CCN(S(C)(=O)=O)CC1
→ i | i | i | i | i | i | -13 | i | i | i | i
Cc1cc(C)nc(NC(=S)Nc2ccc(Br)cc2Cl)c1
→ i | i | i | i | i | i | -12 | i | i | i | i
CCOc1ccc(-n2ccnc2SCC(=O)Nc2cc(C)on2)cc1
→ i | i | i | i | i | i | -3 | i | i | i | i
CC(C)n1cnc2cc(NCc3ccccn3)ccc21
→ i | i | i | i | i | i | -7 | i | i | i | i
CN(C)CCCNC(=S)NCC(c1ccc(Cl)cc1Cl)c1c[nH]c2ccccc12 (stereo not given)
→ i | i | i | i | i | i | 56* | i | i | i | 12*
COc1ccc(-c2c3c(=O)n(C)c(=O)n(C)c3cn2-c2ccc(O)cc2)cc1
→ i | i | i | i | i | i | 16 | i | i | i | i
O=C(CCN1C(=O)c2ccncc2C1=O)Nc1ccc(F)cc1
→ i | i | i | i | i | i | 0 | i | i | i | i
Cc1cc(N2CCCCC2)n2ncc(-c3ccccc3)c2n1
→ i | i | i | i | i | i | 4 | i | i | i | i
CCOc1cc2c3c(c1)C(C)=CC(C)(C)N3C(=O)C2=O
→ i | i | i | i | i | i | 7 | i | i | i | i
O=C(CN1C(=O)NC2(CCCC2)C1=O)Nc1cc(C(F)(F)F)ccc1N1CCCCC1
→ i | i | i | i | i | i | -7 | i | i | i | i
O=C(Cc1ccc(NC2=NC3CS(=O)(=O)CC3S2)cc1)NCCc1ccccc1 (stereo not given)
→ i | i | i | i | i | i | -1 | i | i | i | i
CCn1c(/C=N/c2nc3ccccc3n2C)nc2ccccc21
→ i | i | i | i | i | i | -4 | i | i | i | i
O=C(c1ccc(Cl)cc1)c1cc([N+](=O)[O-])ccc1N1CCOCC1
→ i | i | i | i | i | i | 3 | i | i | i | i
COc1ccc(/C=C/C(=O)O)cc1Cl
→ i | i | i | i | i | i | 9 | i | i | i | i
CCN(CC)CCOC(=O)c1c(C)oc2ccc(O)cc12
→ i | i | i | i | i | i | -7 | i | i | i | i
O=C(CSc1ncn[nH]1)Nc1ccc([N+](=O)[O-])cc1Br
→ i | i | i | i | i | i | -11 | i | i | i | i
CCC(=O)N1N=C(c2ccc(Cl)cc2)CC1c1ccco1 (stereo not given)
→ i | i | i | i | i | i | 16 | i | i | i | i
O=C1c2ccccc2C(=O)N1CCCC(=O)N1CCCc2ccccc21
→ i | i | i | i | i | i | 0 | i | i | i | i
COc1cc(OC)cc(-c2nnc(SCC(=O)N3c4ccccc4Sc4ccccc43)o2)c1
→ i | i | i | i | i | i | 5 | i | i | i | i
COCC(=O)N1CCC(Oc2ccc(C(=O)NC3Cc4ccccc4C3)cc2)CC1
→ i | i | i | i | i | i | 5 | i | i | i | i
COc1ccccc1NC(=O)CCS(=O)(=O)c1ccc2c(c1)NC(=O)C(C)S2 (stereo not given)
→ i | i | i | i | i | i | -2 | i | i | i | i
O=C(CC1(O)C(=O)N(Cc2ccccc2)c2ccccc21)c1ccncc1 (stereo not given)
→ i | i | i | i | i | i | -3 | i | i | i | i
Cc1ccc(C)c(NC(=O)C(CC(=O)O)Cc2ccccc2)c1 (stereo not given)
→ i | i | i | i | i | i | -7 | i | i | i | i
CCn1nnnc1SCC(=O)Nc1nc2ccccc2s1
→ i | i | i | i | i | i | 1 | i | i | i | i
C=CCSc1nc2ccccc2[nH]1
→ i | i | i | i | i | i | -1 | i | i | i | i
CN(Cc1ncc[nH]1)Cc1cn(-c2ccccc2)nc1-c1ccc2c(c1)OCO2
→ i | i | i | i | i | i | -1 | i | i | i | i
CC(c1ccccc1C(O)c1ccccc1)N(C)C (stereo not given)
→ i | i | i | i | i | i | 2 | i | i | i | i
CCC1=C2CC[C@H]3C(=O)N(c4ccccc4)C(=O)[C@H]3[C@H]2[C@@]2(C)C(=NCC(=O)OC)OC(=O)N2C1=O
→ . | . | i | i | . | i | . | . | i | i | .
CC(C)(C)NC(=O)CSc1nnc(NC(=O)CCc2ccccc2)s1
→ i | i | i | i | i | i | -3 | i | i | i | i
N#C/C(=C1\C(=O)Nc2c(Cl)cc(Cl)cc21)c1nnc2n1CCCCC2
→ i | i | i | i | i | i | 4 | i | i | i | i
Cc1ccc(C(C)C)c(OCCN(C)C)c1
→ i | i | i | i | i | i | -9 | i | i | i | i
Nc1nnc(SCc2ccc(Cl)cc2)s1
→ i | i | i | i | i | i | -8 | i | i | i | i
COc1ccc(-n2nc3c(N4CCC(C(=O)NCCc5ccccc5C)CC4)nnc(C)c3c2C)cc1
→ i | i | i | i | i | i | -8 | i | i | i | i
CC1(C)C(c2ccco2)=[N+]([O-])C2(CCCCC2=O)N1O (stereo not given)
→ i | i | i | i | i | i | 1 | i | i | i | i
CN(C)C(CNC(=S)Nc1cccc(Cl)c1)c1ccccc1 (stereo not given)
→ 220* | i | i | i | i | i | -3 | i | i | i | i
COc1ccccc1CCc1nnc(CCC(=O)NCC2CCCO2)o1 (stereo not given)
→ i | i | i | i | i | i | 1 | i | i | i | i
O=C(N/N=C/c1cc([N+](=O)[O-])ccc1O)c1ccc2c(c1)OCCO2
→ i | i | i | i | i | i | 70* | i | i | i | i
O=C(c1cnn2c(C(F)F)cc(-c3ccccc3)nc12)N1CCc2ccccc2C1
→ i | i | i | i | i | i | -16 | i | i | i | i
O=C(COC(=O)c1ccc(O)cc1)Nc1cccc(S(=O)(=O)N2CCCCC2)c1
→ i | i | i | i | i | 25* | -7 | i | i | i | i
CCN(CC)CCCNc1nc(N)c([N+](=O)[O-])c(N2CCCCCC2)n1
→ i | i | i | i | i | i | 66* | i | i | i | i
O=C(OCC(=O)N1CCCC1=O)c1nc(Cl)ccc1Cl
→ i | i | i | i | i | i | 0 | i | i | i | i
Cc1cccc(CN2[C@@H](CC(C)C)COCCS2(=O)=O)c1
→ i | i | i | i | i | i | 5 | i | i | i | i

Results in MrgX1 agonist (two entries from above):
Molecule	MrgX1 agonist
Cc1c(OCc2nn[nH]n2)ccc2c3c(c(=O)oc12)CCCC3	i
Cc1ccc(C)c(CN2CCC(CNC(=O)Nc3ccc(C)c(F)c3)CC2)c1	i

The list continues:
Fields – TRPC4 agonist | TRPC4 block | MrgX1 antag | MrgX1 allo act | TRPC6 inh | TMEM16A inh | SKKanGAS inh | TRPC6 activator | TMEM16A act | MrgX1 agonist | TRPC4 PAM
Cc1cccc2cc3c(N)c(C(=O)N4CCc5ccccc54)sc3nc12
→ i | i | -8.4* | i | i | i | -9 | i | i | i | i
COc1cccc(NC(=O)N2CCOCC2)c1
→ i | i | i | i | i | i | -6 | i | i | i | i
CCN(CC)Cc1cc(C(=O)O)c(C)o1
→ i | i | i | i | i | i | 5 | i | i | i | i
COCCNC(=O)c1ccc(N2CC3CC(C2)c2cccc(=O)n2C3)c(NC(=O)c2cc(OC)cc(OC)c2)c1 (stereo not given)
→ i | i | i | i | i | i | -1 | i | i | i | i
CCN1C(=O)[C@H]2[C@@H](c3ccc(C)cc3)N3C(=O)N(c4ccc(C(F)(F)F)cc4)C(=O)[C@@]3(CC(C)C)[C@H]2C1=O
→ i | i | i | i | i | i | 3 | i | i | i | i
CC(=O)c1ccc(Nc2cc(C)nc3nc(C)nn23)cc1
→ i | i | i | i | i | i | -2 | i | i | i | i

Screening results deposited in PubChem by several laboratories.
